Screening results: PubChem, National Center for Advancing Translational Sciences (NCATS)
MCF10A rerep: A quantitative high throughput screen for small molecules that induce DNA re-replication in MCF 10a normal breast cells | MCF 10A DNA re-replication, Hoechst nuclear intensity, 48 h | AID 624296, 2012 | Potency, µM (doses to about 46.1 µM), for the others: at the top dose activity, positive = re-replication, most hits filed as activators | 350,000 tested, 2.9% active; also: potency is read from the fitted curve at half-maximal effect; % of control where 0% means no effect; nearly all actives have a fitted effect of over 50% in size
TGFb SMAD3 inh: qHTS for Inhibitors of TGF-b | HepG2 CAGA-GFP TGF-b/SMAD3 reporter, GFP fluorescence, 18 h; TGF-beta stimulated, 500 pg/mL final | Potency, µM (highest dose often 46.1 µM), without a hit: at the highest dose activity, negative = inhibition, hits mostly inhibitors | 410,000 tested, 1.2% active; also: potency is read from the fitted curve at half-maximal effect; % is scaled to controls: 0 for no effect and ±100 for the full control effect; nearly all actives have a fitted effect of over 65% in size
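Inhibition of TGF-beta-driven CAGA-GFP reporter expression in HEPG2 cells is measured by cellular GFP fluorescence after 18 h stimulation with 500 pg/mL recombinant TGF-beta in 1% FBS medium at 37 degrees C.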
S2 tox: Viability Counterscreen for Primary qHTS for Inhibitors of ATXN expression; S2 cells (HEK-293 line with an ATXN2-luciferase reporter) viability, CellTiter-Fluor protease fluorescence, 24 h; Potency, µM (doses to about 56.7 µM), usual class: cytotoxic; 400,000 tested, 0.49% active; AID 651635, 2014; also: potency is read from the fitted curve at half-maximal effect; nearly all actives have a fitted effect of over 40% in size
Nrf2 activator: qHTS of Nrf2 Activators; AID 624171, 2012; Potency, µM (titrated, usually from 46.1 µM), without a hit: at the highest dose activation, hits mostly activators; AREc32 ARE-luciferase reporter (MCF7-derived line), luminescence, 24 h; 410,000 tested, 0.31% active; also: potency is read from the fitted curve at half-maximal effect; % of control where 0% means no effect; nearly all actives have a fitted effect of over 65% in size
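AREc32_Fluc, 1000 cells/well, OPTI-MEM + 5% FBS, o/n 37 deg C 5% CO2; 23 nL cpd by pin tool, 24 hr; Steady-Glo 30 min RT, luminescence.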
IL1B secr inh: qHTS for Inhibitors of Inflammasome Signaling: IL-1-beta AlphaLISA Primary Screen; 360,000 tested, 4.7% active; THP-1 LPS/ATP IL-1B secretion, AlphaLISA, 16 h; stronger effect = lower value; activity change, % at 57.5 µM; AID 743279, 2014; in the data active = activity change below about -50%; inconclusive = mostly about -30% to -49%; also: % is scaled to controls: 0 for no effect and ±100 for the full control effect
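Secreted IL-1B measured by AlphaLISA bead assay after 16 h compound exposure of THP-1 cells; compounds (final up to 57.5 uM) added 1 h before LPS (250 ng/mL) and ATP (1.25 mM) stimulation; lower signal means less secretion.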
ATXN2 expr inh: Primary qHTS for Inhibitors of ATXN expression | HEK-293 ATXN2-luciferase reporter, luminescence, 24 h | 360,000 tested, 0.72% active | AID 1745845, 2022 | Potency, µM (doses to about 57 µM), inactives show at the top dose activity change, negative = inhibition, most hits filed as inhibitors; also: potency is read from the fitted curve at half-maximal effect; % is scaled to controls: 0 for no effect and ±100 for the full control effect; nearly all actives have a fitted effect of over 55% in size
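qHTS (up to 57 uM final) was run with 24 h compound exposure of reporter cells at 37 °C. Each well was multiplexed: SteadyGlo luminescence measured ATXN2-luciferase expression after a fluorogenic Gly-Phe-AFC viability readout (25 uM final).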
Nrf2 inh: Nrf2 qHTS screen for inhibitors; A549 ARE-Fluc reporter, luciferase luminescence, 18-24 h; Potency, µM (highest dose often 46 µM), for the others: at the top dose activity change, negative = inhibition, hits mostly inhibitors; 360,000 tested, 2.1% active; AID 504444, 2011; also: potency is read from the fitted curve at half-maximal effect; % is scaled to controls: 0 for no effect and ±100 for the full control effect; nearly all actives have a fitted effect of over 60% in size
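A549 ARE_Fluc cells (5000/well, 5% FBS OPTI-MEM) pre-incubated 2 h, then treated with compounds 18-24 h at 37C/5% CO2 in concentration-response. CellTiter-Fluor viability read first; BugLite luciferase luminescence after 15 min at room temperature gives Nrf2 activity.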
A549 viability: Nrf2 qHTS screen for inhibitors: counterscreen for cytotoxicity. A549 ARE-Fluc cells, CellTiter-Fluor viability, 18-24 h. Potency, µM (top dose mostly 46 µM), without a hit: at the highest dose activity change, negative = cytotoxicity, most hits filed as inhibitors. 390,000 tested, 0.16% active; also: potency is read from the fitted curve at half-maximal effect; % is scaled to controls: 0 for no effect and ±100 for the full control effect
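A549 ARE_Fluc cells in 5% FBS OPTI-MEM were exposed to compounds in concentration-response for 18-24 h at 37 deg C. Viability was read by CellTiter-Fluor fluorescence (Ex 405/Em 525) after 30 min, before the luciferase read.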
HepG2 viability: qHTS for Inhibitors of TGF-b: Cytotox Counterscreen. HepG2 CAGA-GFP viability, ATP luminescence, 18 h. 410,000 tested, 0.76% active. Potency, µM (top dose mostly 46.1 µM), for the others: top-dose activity change, negative = cytotoxicity, hits mostly cytotoxic. AID 588856, 2011; also: potency is read from the fitted curve at half-maximal effect; some results filed as inactive show a strong effect at the top dose
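HepG2 CAGA-GFP cells (1000/well, DMEM with 1% FBS) received compound, then TGF-beta at 500 pg/mL final, and were incubated 18 hours at 37 degrees C. Viability was read by CellTiter-Glo luminescence. Media-only wells were set as complete cell-killing and DMSO as no toxicity.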
* hit, by the source's call; i = inactive; ? = inconclusive; · = not tested or not shown; & = joins results of further samples; [ ] = dose if it differs, or a comment. Unless noted, calls follow the shape of the dose curve; as a rule, active = well fitted curve in the direction sought with a large enough effect; inconclusive = small, poorly fitted or top-dose-only effect, or another doubt; inactive = no such curve, though single readings can be large; an effect the other way counts as inactive or inconclusive. The list is partial; the hit share may differ from the screen's.

Start of the listing, in advance, four compounds:
SMILES	MCF10A rerep	TGFb SMAD3 inh	S2 tox	Nrf2 activator	IL1B secr inh	ATXN2 expr inh	Nrf2 inh	A549 viability	HepG2 viability
O=C(COc1ccc(S(=O)(=O)N2CCCCC2)cc1)N1CCN(Cc2ccccc2)CC1	-2%	?	i	-0.1%	9	-11%	?	-10%	0%
Cc1nc2ccccc2c(=O)n1-c1ccc(Cl)cc1[N+](=O)[O-]	4%	-3%	?	-1.5%	0	-26%	2%	0%	-4%
Cc1ccccc1CCNCc1ccc(Br)cc1	?	?	i	5.8%	-65*	-25%	16%	2%	-84%
Cc1cc(C)c(C)c(C(O)(C(=O)O)c2ccccc2)c1 (centres undefined)	·	-7%	i	0.3%	-4	·	·	·	-6%

The list itself (from the top)
SMILES	MCF10A rerep	TGFb SMAD3 inh	S2 tox	Nrf2 activator	IL1B secr inh	ATXN2 expr inh	Nrf2 inh	A549 viability	HepG2 viability
O=C(COc1ccc(S(=O)(=O)N2CCCCC2)cc1)N1CCN(Cc2ccccc2)CC1	-2%	?	i	-0.1%	9	-11%	?	-10%	0%
Cc1nc2ccccc2c(=O)n1-c1ccc(Cl)cc1[N+](=O)[O-]	4%	-3%	?	-1.5%	0	-26%	2%	0%	-4%
Cc1ccccc1CCNCc1ccc(Br)cc1	?	?	i	5.8%	-65*	-25%	16%	2%	-84%
Cc1cc(C)c(C)c(C(O)(C(=O)O)c2ccccc2)c1 (centres undefined)	·	-7%	i	0.3%	-4	·	·	·	-6%
COc1ccc(-c2nc3ccccc3n2OC(=O)N(C)C)cc1	8%	-1%	i	4.8%	-11	11%	18%	-4%	-7%
N=C1c2ccccc2CN1NC(=O)c1ccco1	0%	21%	i	3.7%	-12	-3%	2%	?	6%
Cc1cccc(Cn2cccc(C(=O)Nc3ccc4c(c3)OCCO4)c2=O)c1	·	10µM*	?	-0.5%	·	-25%	·	?	-28%
O=C(Nc1nc2c(Cl)cccc2s1)c1ccc(S(=O)(=O)N2CCc3ccccc32)cc1	·	?	·	0.6%	·	·	·	-2%	-4%
COc1ccc(NC(=S)NC(NC(=O)CF)C(Cl)(Cl)Cl)cc1[N+](=O)[O-] (centres undefined)	15%	-2%	i	-0.3%	-15	·	-16%	-13%	18%
O=[N+]([O-])c1cccc(O)c1	-5%	15%	i	-1.1%	-11	1%	-1%	-4%	-2%
COC(=O)C1=C(c2cccc(C#N)c2)C[C@@H]2CC[C@H]1N2C(=O)NCCO	8%	-5%	i	-0.3%	6	11%	7%	-3%	0%
CN1CCN(Cc2ccccc2Sc2ccccc2)CC1	?	4%	i	0.3%	-80*	-8%	-3%	-18%	-3%
CC(=O)c1ccc2c(c1)C1C(Cl)C(Sc3ccccc3[N+](=O)[O-])CC1C(c1ccccc1)N2 (centres undefined)	1%	-3%	i	0.4%	1	-14%	?	-30%	-15%
CCC(CC)NCc1c[nH]c2ccccc12	3%	0%	?	6.9%	4	-14%	-8%	-2%	-9%
COc1ccc(Nc2c(-c3cc(Br)ccc3O)nc3ncccn23)cc1OC	·	32%[activator]	?	11%	·	-3%	?	-18%	5%
O=C(O)CCC(=O)NCCC1=c2ccccc2=N/C1=C\c1c(O)n(Cc2ccc(F)cc2)c(=S)[nH]c1=O	3%	?	i	12%	-4	-18%	6%	0%	-11%
COc1ccc(CC2(CCc3ccncc3)C(=O)NC(=O)NC2=O)c(OC)c1	6%	2%	i	0.3%	11	-7%	8%	-7%	3%
N#Cc1cc2c(nc1SCC(=O)Nc1ccc(C(F)(F)F)cc1)C1CCN2CC1	·	?	·	0.3%	·	·	8.2µM*	-11%	-35%
COc1cc(N2CCOCC2)ccc1/C=C1\C(=O)NC(=O)N(Cc2cccs2)C1=O	15%	10%	i	0.4%	18	-3%	3%	0%	-14%
CCC(=NCc1ccco1)c1c(O)n(-c2ccccc2C)c(=O)[nH]c1=O	5%	-4%	i	3.8%	-13	-9%	16%	6%	14%
C1=NCCCN2CCCCC12 (centres undefined)	·	3%	i	-0.5%	2	·	·	·	-4%
CCc1cccc2c1NC(=O)C2=O	-43%[inhibitor]	6%	i	2.8%	28	-12%	-5%	-1%	7%
CN1[C@@H](CC(=O)c2ccccc2)CCC[C@H]1C[C@H](O)c1ccccc1	15%&-8%&14%	0%&-18%	i	0.6%	-18	-1%	-2%	-4%	3%&-2%
CCn1c(C)c(C(=O)O)c2cc(OC)ccc21	13%	-2%	i	0.0%	38	0%	·	-1%	10%
N#CC1=C(N)Oc2n[nH]c(-c3cccs3)c2C1c1ccco1 (centres undefined)	14%	8%	i	?	-3	2%	10%	0%	-2%
(more compounds)
SMILES	MCF10A rerep	TGFb SMAD3 inh	S2 tox	Nrf2 activator	IL1B secr inh	ATXN2 expr inh	Nrf2 inh	A549 viability	HepG2 viability
CC(=NCc1cccnc1)c1c(O)n(Cc2ccccc2)c(=O)[nH]c1=O	8%	-10%	i	-0.4%	15	2%	?	-13%	-24%
O=C1NCN(c2ccccc2)C12CCN(C(CCc1ccccc1)c1nnnn1Cc1ccccc1)CC2 (centres undefined)	·	18µM*	?	0.5%	?	?	·	·	-1%
COC(=O)C1=C(c2cccc(OCc3ccccc3)c2)C[C@@H]2CC[C@H]1N2C(=O)NCc1cccc(OC)c1	?	-38%	i	4.7%	?	-21%	?	-6%	-4%
CNP(=O)(Oc1ccccc1)OC12CC3CC(CC(C3)C1)C2 (centres undefined)	-16%	-8%	i	-0.3%	0	4%	5%	0%	0%
COc1ccc(CNCCc2c[nH]c3ccccc23)cc1OC	-1%	4%	i	0.0%	-25	·	5%	-1%	-43%
Cc1cccc(NC(=S)N2CC3CC(C2)c2cccc(=O)n2C3)c1C (centres undefined)	-4%	?	i	0.5%	12	7%	12%	9%	4%
Cc1cc(C)cc(N2C(=O)NC(=O)/C(=C\c3cccn3-c3ccc(Cl)cc3)C2=O)c1	?	?	?	25%	-112*	?	6%	?	-31%
CC(C(=O)Nc1ccc(Br)cc1C(=O)c1ccccc1)N1CCOCC1 (centres undefined)	2%	-13%	i	-1.5%	-19	3%	15%	7%	-7%
CN1C(=O)C(C2c3ccccc3C(=O)N2Cc2ccc([N+](=O)[O-])cc2)C(=O)N(C)C1=O (centres undefined)	-1%	0%	i	0.3%	64	-8%	?	16%	-15%
CCOC(=O)c1c(-c2ccc(OC)cc2)oc2ccc(OC(=O)N(C)C)cc12	?	-2%	?	2.6%	-7	?	?	-3%	-38%
Cc1[nH]c2ccccc2c1C(=O)CN1CC=C(c2ccccc2)CC1	18µM*	-30%	i	0.0%	-10	-5%	?	-15%	-40%
COc1cccc(OC)c1C(=O)Nc1nc(N)n(-c2ccccc2)n1	-1%	2%	i	-0.1%	-21	-2%	12%	-9%	-8%
C=C(C)c1cccc(C(C)(C)NC(=O)NC2CN3CCC2CC3)c1 (centres undefined)	0%	0%	i	-0.6%	-4	0%	15%	2%	-3%
COc1cc(/C=N/Nc2ccc(S(N)(=O)=O)cc2)cc(OC)c1OC	?	-4%	i	5.9%	-2	6%	-1%	0%	-5%
Cc1c(N=Nc2c(O)[nH]c(=S)[nH]c2=O)c(=O)n(-c2ccccc2)n1C	2%	-3%	?	-1.3%	10	-18%	-20%	-27%	-12%
COc1ccc(C(=O)C2CCCN(Cc3cnc(C)s3)C2)cc1OC (centres undefined)	-2%	-2%	i	-1.1%	0	·	?	-3%	3%
COC(/C(C)=C/C=C/C(C)=C/c1coc(C)n1)C(C)C1CC(O)C2(C)OC2C=CC(C)C2CC(CC(=O)O2)CC2OC2C(=O)O1 (centres undefined)	?	?	?	-0.3%	29	-14%	?	-10%	1%
CCC(=O)CC(c1ccc([N+](=O)[O-])cc1)c1c(O)c2ccccc2oc1=O (centres undefined)	9%	-1%	i	-0.4%	5	-5%	-24%	-4%	-14%
CC(C)OP(=O)(OC(C)C)C(Nc1ccc([N+](=O)[O-])cc1)c1cccc([N+](=O)[O-])c1 (centres undefined)	-4%	-29%	i	4.2%	-6	-13%	?	?	-40%
Cc1ccc(Cl)cc1N1CCN(CCN)CC1	27%	-1%	i	0.4%	?	-6%	7%	6%	-71%
C/C(CCc1c[nH]c2ccccc12)=N\O	0%	22%	i	-0.6%	1	23%	·	-2%	4%
COc1ccc(CCNc2nc3c(c(=O)n(C)c(=O)n3C)n2Cc2ccc(F)cc2)cc1OC	·	-10%	?	4.6%	·	-17%	16µM*	-14%	-6%
CC1(C)C(c2ccccc2)=NC(c2cccnc2)N1O (centres undefined)	-4%	-10%	i	8.7%	30	0%	4%	6%	9%
Cc1cc2oc(=O)cc(-c3ccccc3)c2c(C)c1-c1ccc(CO)cc1	?	?	?	5.3%	14	-14%	-17%	12%	-27%
COC(=O)C1=C(c2ccc(F)cc2OCc2ccccc2)C[C@@H]2CC[C@H]1N2C(=O)NCc1ccc(F)cc1	?	-30%	?	0.3%	-19	?	?	-15%	-7%
CN(C)CC#CCOCCOCCC#N	2%	0%	?	0.0%	45	-15%	1%	2%	-10%
O=c1[nH]c(=O)n(Cc2ccccc2)c(O)c1/C=N/NCCO	8%	19%	?	-0.3%	8	11%	-2%	-6%	-19%
COc1ccc(CCNc2nc3ccc(Cl)cc3n3cnnc23)cc1OC	·	·	·	1.2%	·	·	?	0%	-4%

As entered above.
Under MCF10A rerep, CCC(CC)NCc1c[nH]c2ccccc12 reads 3%
Under TGFb SMAD3 inh, CN1CCN(Cc2ccccc2Sc2ccccc2)CC1 reads 4%
